GPR7 antag – human neuropeptides B/W receptor 1 antagonism; P48145; hit rate 1.1% among 290,000; AID 1861; GPR7-expressing cells, fluorescence antagonist assay; inhibition, % at 4.4 µM; in the data active means inhibition above about 16%, passing the limit was not always enough;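 further: cells stimulated with the agonist NPW; 0% = agonist with vehicle and 100% = vehicle without agonist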
Target sequence (P48145 whole entry, looked up): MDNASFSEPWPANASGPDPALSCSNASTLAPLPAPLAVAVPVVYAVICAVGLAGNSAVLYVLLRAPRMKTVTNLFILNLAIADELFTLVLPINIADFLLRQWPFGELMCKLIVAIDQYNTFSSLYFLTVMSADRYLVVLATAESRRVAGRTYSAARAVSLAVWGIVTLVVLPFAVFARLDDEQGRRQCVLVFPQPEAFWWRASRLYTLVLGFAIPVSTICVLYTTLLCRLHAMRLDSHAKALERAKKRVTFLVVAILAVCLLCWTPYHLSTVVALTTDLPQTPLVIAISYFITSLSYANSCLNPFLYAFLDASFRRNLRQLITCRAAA
NALP1 inh – NALP1 inhibition. AID 2071. inhibition, % at 10 µM. hit rate 0.61% among 280,000. S. cerevisiae NALP1/ASC/caspase-1 growth, X-gal OD620, 72 h; in the data active means inhibition mostly above about 24%, no sharp cut-off; inactive means mostly below about 32%; further: some compounds called inactive have numbers as strong as hits
OXTR ag – human OXTR agonism; AID 2435; P30559; hit rate 0.32% among 320,000; CHO-OTR cells, Fluo-8 calcium fluorescence; normalized: DMSO 0%, oxytocin 100%; activation, % at 3 µM;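 active means activation above the mean of all tested compounds plus 3 SD, cutoff set per screening run, cut at about 20% in these data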;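 further: peak over basal fluorescence ratio from a 100 s FLIPR kinetic read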
Target sequence (P30559 whole entry, looked up): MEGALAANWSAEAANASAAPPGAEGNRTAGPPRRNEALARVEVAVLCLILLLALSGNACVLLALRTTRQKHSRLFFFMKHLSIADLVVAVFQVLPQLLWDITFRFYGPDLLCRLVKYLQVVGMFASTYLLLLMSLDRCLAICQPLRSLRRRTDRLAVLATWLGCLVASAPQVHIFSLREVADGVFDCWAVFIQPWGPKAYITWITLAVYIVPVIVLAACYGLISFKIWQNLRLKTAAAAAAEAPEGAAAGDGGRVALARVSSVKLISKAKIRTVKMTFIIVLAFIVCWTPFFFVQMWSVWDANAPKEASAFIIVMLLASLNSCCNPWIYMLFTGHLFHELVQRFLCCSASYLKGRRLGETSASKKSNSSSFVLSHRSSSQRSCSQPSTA
V1R ag counter – V1a receptor agonism, counter-screen for OXTR agonists; P37288; activation, % at 3 µM; hit rate 0.25% among 320,000; CHO-V1R cells, Fluo-8 calcium fluorescence, agonist mode; 0% DMSO, 100% 3 nM vasopressin;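 active means activation above the mean activation of all tested compounds plus 3 SD, per screening run, cut at about 20% in these data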;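 further: signal is peak over basal fluorescence ratio across a 100 second FLIPR read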
GalR3 antag – blocks the human galanin receptor 3; HEK293 GalR3-CNG cAMP membrane potential fluorescence; galR3 body fused to GalR1 C-terminus; AID 651719; inhibition, % at 3 µM; hit rate 0.44% among 360,000;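 active means inhibition above the screen-wide average plus 3 SD, cut at about 13% in these data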;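 further: forskolin and galanin both at EC90 stimulate the cells; cAMP rise reported by CNG channel membrane potential dye signal; 0% = forskolin plus galanin with DMSO and 100% = forskolin alone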
Target sequence (O60755 1-299 limits assumed): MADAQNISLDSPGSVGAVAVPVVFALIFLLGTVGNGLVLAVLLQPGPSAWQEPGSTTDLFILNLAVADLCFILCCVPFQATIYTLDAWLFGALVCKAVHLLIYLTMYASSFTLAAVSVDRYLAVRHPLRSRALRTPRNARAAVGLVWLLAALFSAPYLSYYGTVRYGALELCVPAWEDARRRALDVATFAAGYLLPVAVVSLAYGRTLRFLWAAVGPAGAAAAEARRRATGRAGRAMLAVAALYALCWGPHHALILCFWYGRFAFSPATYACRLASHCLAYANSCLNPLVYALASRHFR
PHOSPHO1 block – inhibitors of human PHOSPHO1 phosphatase | inhibition, % at 13.3 µM | Q8TCT1 | hit rate 1.1% among 290,000 | recombinant PHOSPHO1, absorbance phosphatase assay; in the data active means inhibition above about 60%
MEKK2 mut-MEK5 – signal of MEK5 binding to mutant human MEKK2 PB1 domain; bead flow cytometry, Alexa488-MEK5 binding to MEKK2 mutant; percent response, % at 10 µM; hit rate 0.35% among 290,000; in the data active means percent response above about 24%, passing the limit was not always enough; further: inactives centre near 1; some results filed as inactive read as strong as hits; reference of the scale not given here
MEKK2wt PB1 HTS – raises or lowers MEK5 binding to wildtype human MEKK2 PB1 domain. Q9Y2U5. bead flow cytometry, Alexa488-MEK5 binding to MEKK2 WT; actives lie on both sides. binding response (% of control), % at 10 µM. hit rate 1.1% among 290,000; in the data active means binding response below about 67% or above about 130%
MEKK3 PB1 HTS – MEKK3-MEK5 PB1 interaction, increase or decrease | Q99759 | binding response (% of control), % at 10 µM | bead-based flow cytometry, Alexa488-MEK5 binding to MEKK3; actives lie on both sides; 0 = blocked by unlabeled MEK5, 100 = vehicle | hit rate 1.4% among 290,000;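 active means binding response more than 3 SD above or below the average of its plate-row segment, actives on both sides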;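 further: Alexa488 bead fluorescence after subtracting the streptavidin-only scavenger bead signal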
* hit, by the source's call; . = no result given. This is a random part of the collection; any-hit rate near 5.4%.

SMILES	GPR7 antag	NALP1 inh	OXTR ag	V1R ag counter	GalR3 antag	PHOSPHO1 block	MEKK2 mut-MEK5	MEKK2wt PB1 HTS	MEKK3 PB1 HTS
COCCCNC(=O)COc1ccc(S(=O)(=O)Nc2ccccc2)cc1	-13	6	0.5	-0.1	-1	-8	8	105	107
N#CCC(=O)N/N=C/c1cn(Cc2ccccc2C#N)c2ccccc12	-17	2	0.4	1.3	-6	15	5	97	100
O=C(NCCN1CCN(c2cccc(Cl)c2)CC1)C1CCCN(S(=O)(=O)c2cnc[nH]2)C1 (configuration not stated)	-4	12	-0.8	-0.7	-3	11	6	112	111
CC(=O)c1ccc(NC(=O)CCn2c(=O)oc3ccccc32)cc1	-8	10	-0.1	0.3	3	14	-2	81	94
Cc1ccccc1-c1nc(CS(=O)CC(=O)NCCCN(C)c2ccccc2)c(C)o1 (configuration not stated)	-19	14	-2.0	0.6	1	14	2	104	102
CC(C)C(=O)NC(C)C(c1cccs1)N1CCN(C)CC1 (configuration not stated)	-1	-2	0.8	0.1	-1	22	11	106	104
CN1CC=C2C(C#N)=C(N)C(C#N)(C#N)[C@H](c3cccc(Cl)c3)C2C1 (some centres not stated)	-9	2	5.0	5.6	-4	12	15	111	107
COC(=O)c1ccccc1NC(=O)CSc1nnc(-c2cccnc2)o1	11	13	1.0	3.0	-7	19	6	99	104
OCCCNc1c2c(nc3cc(-c4ccc(Cl)cc4)nn13)CCC2	6	-10	-2.1	-1.6	1	48	-1	100	99
Cc1ccc(Nc2c3c(nc4ncnn24)CC(C)CC3)cc1 (configuration not stated)	-8	23	-2.2	-2.0	-4	-13	-4	86	95
O=C(Nc1nnc(C2CC2)s1)c1cc2c(s1)CCCCCC2	-6	7	.	.	.	29	-2	99	100
COc1cccc(/C=N/NC(=O)c2c(-c3ccccc3)noc2C)c1O	-17	-5	1.0	1.6	2	8	10	107	105
COc1ccc(NC2CCCN(C(=O)CCC(=O)c3ccc(F)cc3)C2)cc1 (configuration not stated)	-2	-12	1.6	1.2	-3	43	0	100	98
O=C(NCCCn1ccnc1)c1ccccc1NS(=O)(=O)c1ccc(F)c(F)c1	-6	8	0.1	0.1	-7	12	11	122	104
CCOC(=O)C1CCN(C(=O)CN(Cc2ccc(Cl)cc2)S(C)(=O)=O)CC1	-10	.	1.6	1.3	-3	34	-2	102	99
COc1ccccc1OCCC(=O)N1CCN(c2ccccc2OC)CC1	-6	.	-0.1	0.9	2	53	-2	97	93
O=S1(=O)NC2CCCCCN2c2ccc(F)cc21 (configuration not stated)	-9	8	-0.8	-0.8	1	-16	5	103	104
COc1ccc(CC(=O)OCC(=O)NCc2ccccc2Cl)cc1OC	-9	0	-0.4	0.8	-3	20	-2	98	97
CCOC(=O)C(Cc1ccccc1)C(=O)Nc1nccs1 (configuration not stated)	-7	12	0.4	7.7	3	7	7	103	106
COc1cccc(C2=NOC(C(=O)NCCCn3ccnc3)C2)c1 (configuration not stated)	-11	33	1.1	1.4	-7	-6	-4	98	97
O=C(O)c1cc2c(cc1NC(=O)c1ccccc1C(F)(F)F)OCCCO2	-5	4	0.0	0.8	-9	20	0	100	99
COc1ccccc1/C=C(/C(=O)OCC(=O)Nc1cc(C)ccc1C)c1ccccc1	-13	-10	-1.4	1.8	2	4	-1	103	119
Cc1ccc(/C=N/n2c(-c3ccncc3)n[nH]c2=S)cc1	-6	-8	.	.	-2	91*	-1	97	107
COc1cc(=O)n2c(n1)SCCC2	11	15	-0.8	-0.4	-1	57	9	105	103
COC(=O)C(NC(C)=O)(Nc1nc(C)cs1)C(F)(F)F (configuration not stated)	-8	7	-0.4	1.0	-3	12	2	103	101
O=C(Nc1cccc2cccnc12)c1cccc(N2C(=O)CCC2=O)c1	-2	15	0.4	-0.1	0	-2	15	100	102
CCC(CC)C(=O)Nc1cc(C(=O)NCCc2ccccc2)ccc1Cl	-13	-4	-2.1	-1.3	-1	16	4	105	103
C=CCOC(=O)C1=C[C@H](c2cn(C(C)=O)c3ccccc23)C[C@H](OCCCCO)O1	-5	7	-1.0	0.1	5	40	-5	94	88
CCC(C)NC(=S)Nc1ccccc1 (configuration not stated)	-6	13	.	.	-8	-21	4	99	95
Cc1ccc(Cl)cc1N=C(N)N=C(N)N	-3	-8	0.2	-0.1	-1	30	1	106	105
CCCCn1nnnc1NCc1ccc(OC)c(OC)c1	-13	.	0.1	0.2	-2	3	4	100	105
O=C(NCc1ccccn1)c1ccc(Cn2cc(Br)cn2)o1	11	22	-0.2	0.1	-4	-2	2	100	100
CN(Cc1ccccc1)C(=O)CN1C(=O)COc2ccc(S(=O)(=O)N3CCCC3)cc21	-3	24	-0.5	1.7	-9	43	-1	100	100
N/C(=N\OS(=O)(=O)c1ccccc1)c1ccncc1	-13	-5	1.0	0.2	-3	45	-4	94	95
O=C(O)Cn1cc2c(n1)CCCC2	-8	-11	2.9	0.7	0	6	6	105	104
CCCCCCCCOC(=O)C1=C(C)Nc2nnnn2C1c1cccs1 (configuration not stated)	6	12	0.7	1.3	-5	-5	3	101	104
CC(SCC(=O)NC12CC3CC(CC(C3)C1)C2)C(=O)O (configuration not stated)	-9	32	-1.1	-0.3	4	16	-2	99	98
COc1ccc(C(=O)NCc2nc3ccccc3[nH]2)cc1OC	-3	20	0.7	0.6	.	2	21	109	106
CCn1c(SCc2ccc(F)cc2)nc2ccccc2c1=O	-21	14	-0.6	0.6	0	20	2	97	95
COc1cccc(C2C(C#N)=C(N)N(N(C)C)C3=C2C(=O)CC(C)(C)C3)c1 (configuration not stated)	27	9	-0.8	-0.9	-5	.	3	102	104
CCOC(=O)C1CCN(S(=O)(=O)c2ccc(-c3cc(C(F)(F)F)n(C)n3)s2)CC1	-14	18	-0.9	1.4	-1	20	1	102	99
Cc1c(C(c2ccc(Br)cc2)c2c(C)n(C)n(-c3ccccc3)c2=O)c(=O)n(-c2ccccc2)n1C	-11	19	-1.3	0.0	-10	18	7	100	105
COC1CCCCC1Nc1cccc(SC)c1 (configuration not stated)	-11	5	-1.3	-1.1	-11	-1	-4	90	93
Cc1c(NC(=O)/C=C/c2ccc(S(=O)(=O)N3CCOCC3)cc2)c(=O)n(-c2ccccc2)n1C	-7	-8	0.7	1.5	-1	-13	-2	97	101
CS(=O)(=O)c1ccc2nc(NC(=O)c3ccccc3Br)sc2c1	2	6	1.3	1.9	-9	9	14	104	106
O=C(O/N=C(/c1ccccc1)c1ccncc1)c1cccc(F)c1	-11	-7	-2.8	-1.7	3	-42	-12	93	110
CCOC(=O)COc1cccc2c(=O)n(CC(=O)N3CCc4ccccc43)ccc12	-14	.	-1.9	-0.4	.	19	4	106	104
O=C(COC(=O)CCc1ccc(S(=O)(=O)N2CCCCC2)cc1)Nc1ccc2c(c1)OCO2	2	20	-1.0	3.9	-1	1	-1	92	90
O=S(=O)(NCc1ccccn1)c1ccc(Br)s1	-7	9	1.8	0.2	1	-29	2	106	102
CN(C)/C=N/c1nc2nccc(-c3cccnc3)n2n1	-21	-23	0.1	0.2	1	41	-6	92	100
COC(=O)C1=C(NC(=O)c2cccs2)CCS1	-13	10	.	.	.	26	4	100	103
O=C(c1cccc(OC2CCN(Cc3ccc(F)cc3)CC2)c1)N1CCCC1	-2	7	.	.	-6	31	-4	97	96
O=C(NCC1CCCO1)/C(=C\c1ccccc1)NC(=O)c1ccccc1 (configuration not stated)	-4	2	1.1	0.5	-2	37	-3	94	95
O=C(CN1C(=O)CCSc2ccc(S(=O)(=O)N3CCCC3)cc21)Nc1ccccc1	0	10	-0.8	-0.4	-10	32	6	104	106
CS(=O)(=O)N(CC(=O)Nc1ccccc1Sc1ccccc1)C1CCCCC1	-1	48	0.0	2.7	-6	13	2	99	104
COC(=O)[C@H]1[C@@H](C)N(Cc2ccccc2)C(=O)N[C@H]1c1cccc(C(F)(F)F)c1	.	.	1.9	1.5	-3	.	2	105	101
Cc1cc(C(=O)NC(C)C)on1	-2	-29	0.2	0.5	-5	2	3	97	99
COc1ccccc1Nc1nc(N)nc(CN2CC(C)CC(C)C2)n1 (configuration not stated)	-14	0	-1.6	-0.8	-2	-12	-2	98	99
CCOc1ccc(N(Cc2ccc(OC)cc2)C(=O)c2ccco2)cc1	0	14	-2.1	2.5	-4	10	-3	97	98
Cc1cccc(-c2nc(CS(=O)CC(=O)NC3CCCC(C)C3C)c(C)o2)c1 (configuration not stated)	0	18	-1.9	-0.8	.	7	1	101	102

Next part
SMILES	GPR7 antag	NALP1 inh	OXTR ag	V1R ag counter	GalR3 antag	PHOSPHO1 block	MEKK2 mut-MEK5	MEKK2wt PB1 HTS	MEKK3 PB1 HTS
O=C(CCCc1ccccc1)NCc1cccnc1	-3	8	0.6	-0.8	-4	-12	-3	90	91
CC(=O)N(c1cccc(C)c1)S(=O)(=O)c1ccc(Cl)cc1	-8	6	-2.1	-1.3	-9	24	1	103	96
Cc1nc(N2CCCC2)c2nnn(Cc3ccccc3Cl)c2n1	-11	-2	-0.6	-0.1	-4	4	5	107	101
Cc1ccc(NC(=O)C2C3/C=C\CCCCC32)cc1 (configuration not stated)	-1	26	6.6	-0.6	-5	-1	-2	98	101
O=C(c1cccs1)N1CCN=C1SCc1ccccc1	-8	10	0.1	1.8	-7	-11	2	110	107
COc1cc(C2C(C(=O)c3cccs3)=C(O)C(=O)N2CCN2CCOCC2)cc(OC)c1OC (configuration not stated)	-17	2	0.3	0.1	-7	25	4	106	100
CC(C)OCCCNC(=O)c1ccncc1	-5	1	-0.5	0.2	-6	-2	7	110	105
CCOc1ccc(-c2c(C(=O)N/N=C(\C)c3ccccc3OC)nnn2-c2nonc2N)cc1	-3	15	-1.3	0.1	1	12	-7	101	100
COc1ccc(Cl)cc1-c1nc(-c2ccc(Br)o2)no1	-15	-14	0.2	0.5	4	-11	.	.	.
O=C(O)c1ccc(CNC(=O)c2ccc(Br)o2)cc1	-2	12	-0.4	-0.1	.	-47	5	101	97
CCc1ccc(OCC(O)CN2CCN(CCO)CC2)cc1 (configuration not stated)	-20	3	-0.2	0.7	-2	24	2	106	104
O=c1[nH]c2ccc(Cl)cc2c(=O)n1Cc1ccco1	19	4	1.5	0.1	-2	3	7	103	104
O=C1c2ccccc2CN1C(CO)Cc1ccccc1 (configuration not stated)	-3	-5	0.0	0.1	-5	.	-4	95	95
O=C(O)c1cccc(N2C(=O)c3cc([N+](=O)[O-])cc4cc([N+](=O)[O-])cc(c34)C2=O)c1	-5	4	1.2	-0.8	0	30	4	99	101

Another view of some results above:
SMILES,GPR7 antag,NALP1 inh,OXTR ag,V1R ag counter,GalR3 antag,PHOSPHO1 block,MEKK2 mut-MEK5,MEKK2wt PB1 HTS,MEKK3 PB1 HTS
O=C(c1cccs1)N1CCN=C1SCc1ccccc1,-8,10,0.1,1.8,-7,-11,2,110,107
COc1cc(C2C(C(=O)c3cccs3)=C(O)C(=O)N2CCN2CCOCC2)cc(OC)c1OC (configuration not stated),-17,2,0.3,0.1,-7,25,4,106,100
CC(C)OCCCNC(=O)c1ccncc1,-5,1,-0.5,0.2,-6,-2,7,110,105
CCOc1ccc(-c2c(C(=O)N/N=C(\C)c3ccccc3OC)nnn2-c2nonc2N)cc1,-3,15,-1.3,0.1,1,12,-7,101,100
COc1ccc(Cl)cc1-c1nc(-c2ccc(Br)o2)no1,-15,-14,0.2,0.5,4,-11,.,.,.
O=C(O)c1ccc(CNC(=O)c2ccc(Br)o2)cc1,-2,12,-0.4,-0.1,.,-47,5,101,97

From PubChem BioAssay
